# ALOX12 inh – blocks human arachidonate 12S-lipoxygenase | P18054 | purified 12hLO, xylenol orange hydroperoxide absorbance | Potency, µM (series often up to 108 µM), without a hit: at the highest dose activity change, negative = inhibition, most hits filed as inhibitors | 580,000 tested, 1.1% active; also: potency is read from the fitted curve at half-maximal effect; % is scaled to controls: 0 for no effect and ±100 for the full control effect
#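 Hydroperoxide product was detected by ferrous iron/xylenol orange as the 573 to 405 nm absorbance ratio. Arachidonic acid at 40 uM (final) was turned over for 30 min at room temperature by 150 nM human 12hLO, pH 7.0 Hepes buffer, after 15 min compound preincubation.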
# PI4K2A block – inhibitors of human PI4K2A | activity change, negative = inhibition, % at 76.9 µM | Q9BTU6 | 420,000 tested, 0.13% active | purified PI4K2A, ADP-Glo luminescence, 1 h; hits give low values | AID 1346378; in the data active = activity change below about -50%; inconclusive = mostly about -30% to -49%;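 also: -100% = wells without enzyme as full effect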
# Target sequence (Q9BTU6 whole entry, looked up): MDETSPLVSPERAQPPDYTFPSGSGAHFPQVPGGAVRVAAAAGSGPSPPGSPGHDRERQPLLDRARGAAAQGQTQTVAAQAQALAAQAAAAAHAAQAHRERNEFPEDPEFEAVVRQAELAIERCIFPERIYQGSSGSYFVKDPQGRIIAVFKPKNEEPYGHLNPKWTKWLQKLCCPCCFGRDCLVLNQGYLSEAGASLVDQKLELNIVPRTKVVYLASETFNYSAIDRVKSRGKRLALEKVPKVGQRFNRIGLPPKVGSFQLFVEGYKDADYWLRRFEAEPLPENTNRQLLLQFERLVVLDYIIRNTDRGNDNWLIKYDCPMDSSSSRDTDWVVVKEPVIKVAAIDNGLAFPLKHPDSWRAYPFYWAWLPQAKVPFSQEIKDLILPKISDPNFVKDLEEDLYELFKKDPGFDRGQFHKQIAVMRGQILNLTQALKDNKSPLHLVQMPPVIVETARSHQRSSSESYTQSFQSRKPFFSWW
#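 In this quantitative HTS, ADP production by PI4K2A was quantified luminescently after 1 h at ambient temperature; 100 microM adenosine served as plate-quality control.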
# G9a block – G9a (human) methyltransferase inhibition. Q96KQ7. G9a H3K9 monomethylation, AlphaScreen, 2 h. Potency, µM (highest dose often 102 µM), for inactives: at the highest dose activity, negative = inhibition, most hits filed as inhibitors. 350,000 tested, 8.8% active. AID 504332; also: potency is read from the fitted curve at half-maximal effect; % is scaled to controls: 0 for no effect and ±100 for the full control effect; nearly all actives have a fitted effect of over 75% in size
#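 Step 1: enzyme (final 20 nM) with compound, 15 min RT. Step 2: substrate peptide 500 nM and SAM 20 uM, 2 h RT. Step 3: anti-H3K9me1 antibody and AlphaScreen beads, 10 min, then plate read.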
# RGS4 inh – human RGS4 inhibition; Potency, µM (top dose mostly 114 µM), for the others: top-dose activity change, negative = inhibition, usual class: inhibitors; Transcreener GDP fluorescence polarization, RGS4-accelerated GTP hydrolysis; P49798; 390,000 tested, 0.039% active; also: potency is read from the fitted curve at half-maximal effect; % is scaled to controls: 0 for no effect and ±100 for the full control effect; nearly all actives have a fitted effect of over 75% in size; some results filed as inactive show a strong effect at the top dose
#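 MLSMR compounds (23 nl, pin-transferred) preincubated 10 min at room temperature with a 500nM (2x) first reagent, then RGS4 at 900nM (2x) plus Transcreener GDP mix added; fluorescence polarization (620/688 nm) read before and after 90 min at 30 °C.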
# BAZ2B inh – blocks human BAZ2B; AlphaScreen BAZ2B-H3K14Ac peptide displacement; Potency, µM (highest dose often 114 µM), for the others: top-dose activity change, negative = inhibition, most hits filed as inhibitors; AID 504333; Q9UIF8; 360,000 tested, 4.4% active; also: potency is read from the fitted curve at half-maximal effect; % is scaled to controls: 0 for no effect and ±100 for the full control effect; nearly all actives have a fitted effect of over 60% in size
#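 AlphaScreen displacement: compounds (up to 110uM) incubated 30 min at room temperature with a preformed 50 nM BAZ2B/50 nM biotinylated H3K14Ac peptide complex in PBS pH 7.4 with Tween-20. Donor and acceptor beads at 10 ug/mL final added, 20 min light-protected before reading.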
# HP1b binding inh – blocks HP1-beta chromodomain binding to methylated histone tails | AID 540317 | 390,000 tested, 0.56% active | Potency, µM (highest dose often 114 µM), inactives show at the top dose activity change, negative = inhibition, hits mostly inhibitors | AlphaScreen HP1-beta / biotin-H3K9me3 peptide binding | P83916; also: potency is read from the fitted curve at half-maximal effect; nearly all actives have a fitted effect of over 70% in size; inactives centre near 23
#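 Compound inhibition of the preformed complex between 50 nM HP1-beta and 50 nM biotinylated H3K9me3 peptide was read by AlphaScreen. Buffer was PBS pH 7.4 with 0.01% Tween-20. Incubations ran 30 min at room temperature, with 10 ug/mL donor/acceptor beads.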
# ERG Ets-DNA blk – ERG Ets/DNA interaction inhibition; P11308; fluorescence polarization, His-ERG Ets domain / labelled DNA; Potency, µM (titrated, usually from 76.9 µM), for inactives: top-dose FP activity, negative = inhibition, hits mostly inhibitors; 370,000 tested, 0.028% active; AID 624246; active = well fitted inhibition curve with a large enough effect in the polarisation, with a control signal flat; inconclusive = small, poorly fitted or top-dose-only effect, or effect the other way, or a change in a side signal; inactive = no such curve, though single readings can be large or run the other way; the % refers to the polarisation;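 also: polarization taken with two DNA probes labelled with fluorescein and Texas red; potency is read from the fitted curve at half-maximal effect; % of control where 0% means no effect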
# Target sequence (P11308 whole entry, looked up, the tested form may be a part): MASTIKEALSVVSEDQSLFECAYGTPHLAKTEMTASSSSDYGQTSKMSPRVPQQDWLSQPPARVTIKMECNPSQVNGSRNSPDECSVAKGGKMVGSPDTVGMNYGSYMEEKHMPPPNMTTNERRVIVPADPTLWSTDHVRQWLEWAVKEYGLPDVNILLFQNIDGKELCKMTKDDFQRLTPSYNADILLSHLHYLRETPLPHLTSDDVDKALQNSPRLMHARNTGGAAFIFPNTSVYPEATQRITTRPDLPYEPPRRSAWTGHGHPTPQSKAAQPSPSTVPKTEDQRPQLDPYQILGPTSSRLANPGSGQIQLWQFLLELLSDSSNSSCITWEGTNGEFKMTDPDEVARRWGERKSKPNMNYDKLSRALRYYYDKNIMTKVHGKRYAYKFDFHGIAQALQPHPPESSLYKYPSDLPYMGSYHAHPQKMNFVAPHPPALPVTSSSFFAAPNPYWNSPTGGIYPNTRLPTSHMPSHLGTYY
#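 His-tagged ERG Ets domain (1 uM in the protein solution; 300mM KCl, 50mM Tris-HCl, 1mM EDTA, 1mM DTT, pH 7.5) received compound, then a probe mix of 5 nM fluorescein-DNA and 100nM Texas-615-DNA. Fluorescence polarization was read for both dyes.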
# GLS inhibitor – glutaminase GLS (human) inhibition; GLS enzymatic activity, qHTS titration; 410,000 tested, 0.21% active; Potency, µM (top dose mostly 45.5 µM), inactives show at the top dose activity change, negative = inhibition, hits mostly inhibitors; also: potency is read from the fitted curve at half-maximal effect; % is scaled to controls: 0 for no effect and ±100 for the full control effect
#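 Compounds were pin-transferred onto hKGA, after which L-glutamine (1 mM solution) and a detection mix of glutamate oxidase, HRP and Amplex Red were added. Initial and 30 min RT fluorescence reads were collected.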
# JMJD2A Tudor – JMJD2A Tudor domain (human) inhibition | O75164 | AlphaScreen JMJD2A-Tudor / H3K4me3 peptide binding | Potency, µM (doses to about 114 µM), for the others: top-dose activity change, negative = inhibition, actives largely listed as inhibitors | 390,000 tested, 4.4% active | AID 504339; also: potency is read from the fitted curve at half-maximal effect; % is scaled to controls: 0 for no effect and ±100 for the full control effect; nearly all actives have a fitted effect of over 50% in size
# An asterisk follows results filed as active; ? = inconclusive; . = not tested or not shown; & = joins results of further samples; [ ] = remark or other dose. Unless noted, calls follow the shape of the dose curve; as a rule, active = well fitted curve in the direction sought with a large enough effect; inconclusive = small, poorly fitted or top-dose-only effect, or another doubt; inactive = no such curve, though single readings can be large; an effect the other way counts as inactive or inconclusive. Not all compounds are listed; rates above refer to the full screens.
SMILES,ALOX12 inh,PI4K2A block,G9a block,RGS4 inh,BAZ2B inh,HP1b binding inh,ERG Ets-DNA blk,GLS inhibitor,JMJD2A Tudor
CN(C(=O)COC(=O)c1ccccc1SCC(=O)N1CCCC1)C1(C#N)CCCCC1,0%,-5,-9%[12.7 µM],4%,6%,34%,4%,-4%,-13%
Cn1c(N2CCOCC2)c(/C=N/OC(=O)c2ccc(F)cc2)c2ccccc21,6%,4,6%,-2%,-12%,14%,-6%,6%,-28%
COc1ccc(N2CCN(C(=O)c3cccc(NC(=O)c4nsc5ccccc45)c3)CC2)cc1,-13%,1,10µM*,1%,7.9µM*,?,-2%,4%,?
CCOc1ccc(N(CC(=O)Nc2ccccc2OC)S(=O)(=O)c2ccccc2)cc1,3%,2,4%,-14%,1%,45%[activator],7%,-2%,-10%
CCN(CC)CCNC(=S)Nc1ccc2nc3n(c(=O)c2c1)CCCCC3,-5%,-4,?,5%,-12%,21%,-14%,-8%,-15%
O=C(COc1ccc(S(=O)(=O)N2CCCC2)cc1Cl)NCc1cccnc1,-1%,3,16%,34%,-16%,8%,10%,6%,-13%
CC(C)N(Cc1ccccc1)C(=O)COC(=O)c1cc(S(=O)(=O)N(C)C)ccc1N1CCCC1,-2%,-3,.,-4%,.,-9%,6%,10%,-27%
O=C(NCc1ccccc1Cl)C1CCN(S(=O)(=O)N2CCCC2)CC1,3%,-5,-1%,-11%,-12%[57.1 µM],20%,6%,-9%,-20%
CC(=O)C1=C(C)Nc2ncnn2C1c1ccc(Cl)cc1Cl (stereo unspecified),4%,8,-18%,-26%,2%,39%,-9%,20%,2%
NS(=O)(=O)c1ccc(N=Cc2c(O)n(-c3nccs3)c(=O)c3ccccc23)cc1,3%,-1,0%[59 µM],-42%,-22%,0%,2%,-11%,-27%
CCOC(=O)CNC(=O)CN1C(=O)CC(c2ccccc2)S(=O)(=O)c2ccccc21 (stereo unspecified),-1%,-1,-26%,-9%,.,43%[activator],0%,1%,0%
C/C(N)=C(/C#N)C(=O)COC(=O)C(NS(=O)(=O)c1ccc(Cl)cc1)C(C)O (stereo unspecified),-2%&0%,6&4,4%,21%&-4%,1%,7%&13%,-5%&3%,-11%&7%,0%&-12%
CC1CCN(C2(O)C(=O)Nc3ccc([N+](=O)[O-])cc32)CC1 (stereo unspecified),0%,-1,34%[0.501 µM],0%[11.4 µM],-7%,2%,-5%,1%,22%[57.1 µM]
COC(C(=O)Nc1ccccc1F)c1ccccc1 (stereo unspecified),97%,1,26%[59 µM],-14%[11.4 µM],-6%,42%[activator],-5%,-7%,10%[57.1 µM]
CC(=O)Nc1ccc(S(=O)(=O)N(C)CC(=O)OC(C)C(=O)NC2CCCCC2)cc1 (stereo unspecified),11%,2,-2%,-1%,10%,23%,13%,32%[activator],-8%
COc1ccccc1CNC(=O)CN(c1cccc([N+](=O)[O-])c1)S(C)(=O)=O,0%,5,?,-8%,-24%,32%,2%,-4%,-5%
O=C(COc1ccccc1Cl)Nc1nc2c(s1)CCCC2,-30%,1,-31%[59 µM],3%,-7%,25%,0%,4%,-19%
C=CCc1cccc2cc(C(=O)NC3CCCCC3)c(=O)oc12,.,1,21%[59 µM],22%,-1%,74%[activator],-3%,0%,15%
CC1(C)CC(c2csc(N)n2)CCO1 (stereo unspecified),361%[activator],9,17%[59 µM],0%,-25%,25%,-1%,17%,-14%
CCc1nnc(NC(=O)c2ccc(OC)c(S(=O)(=O)N3CCCC3)c2)s1,97%[activator],1,5%[59 µM],-39%,10%,11%,22%,8%,-2%
O=C(COC(=O)CC1CC2CCC1C2)NC(=O)NCc1ccco1 (stereo unspecified),0%,-3,?,5%,?,5%,-2%,3%,-31%
CCC1CCCCN1CCCNC(=O)c1nn(C)c2c1CS(=O)(=O)c1ccccc1-2 (stereo unspecified),3%,-2,.,-2%[56.9 µM],-13%,45%[activator],-14%,2%,0%
Cc1csc(=O)n1CC(=O)Nc1nc2ccccc2s1,?,0,?,-14%,-4%,-17%,-11%,6%,-23%
Cn1cnc2c1c(=O)n(Cc1ccc(Cl)cc1Cl)c(=O)n2C,0%,0,21%,-13%,-7%,14%,-1%,-27%,-19%
COC(=O)c1cnc(Nc2ccc(Cl)cc2)c([N+](=O)[O-])c1,0%,0,-5%,-13%,-18%,17%,7%,-3%,-10%
Cc1cc(Br)ccc1SCC(=O)OCC(=O)NC(C)c1ccccc1 (stereo unspecified),?,0,40µM*,-26%,-4%,81%[activator],-22%,5%,12%[57.1 µM]
Cc1ccc(N=Nc2c(=O)[nH]n3c(=O)cc(C)[nH]c23)cc1,188%[activator],-7,?,-26%,50µM*,-17%,1%,39%[activator],?
O=C(Nc1ccc(Cl)cn1)C1C(c2ccccc2)C1(Cl)Cl (stereo unspecified),?,0,3%[0.501 µM],-21%,-3%,100%[activator],-1%,-5%,35%
Cc1ccccc1CNc1ccc(C(CC(N)=O)NC(=O)c2ccc(Br)cc2)cc1[N+](=O)[O-] (stereo unspecified),-13%,4,-18%[12.7 µM],8%,-31%,2%,3%,3%,-26%
Fc1cccc(-n2ncc3c2ncn2nc(Cc4ccccc4)nc32)c1,-20%,4,-28%[59 µM],-5%,-4%,24%,0%,-14%,-4%
CC(C(=O)O)n1nnc2ccccc21 (stereo unspecified),-3%,-7,.,21%,6%,13%,7%,0%,-12%
COc1ccc(Nc2cc(C(=O)NC3CCC(C)CC3)c3ccccc3n2)cc1OC (stereo unspecified),?,-5,?,-4%,.,-1%,-18%,1%,-15%
CCN(CC)C(=O)CSC(Nc1ccc(F)cc1)=C(C#N)C#N,0%,6,?,-49%,?,19%,76%[activator],5%,-17%
Cc1ccc(NC(=O)COC(=O)c2cccnc2)c(C)c1,11%,-1,.,-13%,-1%,44%[activator],2%,-1%,-1%
COc1ccc(-c2[nH]ncc2CN(C)Cc2c(C)n[nH]c2C)c(OC)c1,-2%,-1,.,6%,-10%,19%,0%,1%,7%
Cc1onc(-c2ccccc2)c1C(=O)OCC(=O)Nc1ccccc1,7%,4,5%,-16%,6%,37%[activator],11%,-3%,-4%
CCOc1cc(C(C#N)N2CCCCC2)ccc1OC (stereo unspecified),27%,-11,-13%[12.7 µM],4%,3%,42%[activator],-3%,3%,2%
Cc1nnc(N(C(=O)c2cnccn2)c2ccccc2)s1,0%,9,-8%,-16%[11.4 µM],-4%,-11%,0%,-26%,-21%[11.4 µM]
O=C(Cc1ccccc1)NCCc1cnc[nH]1,-9%,1,-3%,8%,1%,-1%,0%,-11%,-3%
CC(=O)c1ccc(N(C(=O)c2csnn2)C(C(=O)NC2CCCC2)c2ccccc2)cc1 (stereo unspecified),12%,-1,3%,20%,-1%,-1%,-2%,8%,-8%

# Arranged by molar mass (lowest first): part of the list above.
SMILES,ALOX12 inh,PI4K2A block,G9a block,RGS4 inh,BAZ2B inh,HP1b binding inh,ERG Ets-DNA blk,GLS inhibitor,JMJD2A Tudor
CCN(CC)C(=O)CSC(Nc1ccc(F)cc1)=C(C#N)C#N,0%,6,?,-49%,?,19%,76%[activator],5%,-17%
COc1ccc(Nc2cc(C(=O)NC3CCC(C)CC3)c3ccccc3n2)cc1OC (stereo unspecified),?,-5,?,-4%,.,-1%,-18%,1%,-15%
CC(=O)c1ccc(N(C(=O)c2csnn2)C(C(=O)NC2CCCC2)c2ccccc2)cc1 (stereo unspecified),12%,-1,3%,20%,-1%,-1%,-2%,8%,-8%

# Other results.
SMILES,ALOX12 inh,PI4K2A block,G9a block,RGS4 inh,BAZ2B inh,HP1b binding inh,ERG Ets-DNA blk,GLS inhibitor,JMJD2A Tudor
Cc1ccc(NC(=O)c2ccc(S(=O)(=O)N3CCCC3)cc2)nc1,1%,-1,7%,-7%,-2%,-6%,-5%,2%,-11%
COc1cc(OC)c2c(C)cc(=O)oc2c1C(CCN1CCOCC1)c1ccc2c(c1)OCO2 (stereo unspecified),?,4,-1%[59 µM],-1%,-28%,14%,-9%,7%,-30%
O=C(Nc1ccc(N2CCCC2)c(Cl)c1)c1ccco1,?,-2,?,4%,?,-10%,.,-4%,-33%
Cc1ccc(Cn2c(CNC(=O)c3ccc(Cl)c([N+](=O)[O-])c3)nc3cccnc32)cc1,-11%,4,18%[59 µM],14%,?,-3%[57 µM],-3%,2%,-28%
COc1cc(OC)cc(C(=O)N2CCN(Cc3ccccc3C(F)(F)F)CC2)c1,?,2,7.9µM*,-36%,35µM*,?,-1%,-3%,1.6µM*
Cc1cc(C(F)F)nn1CC(=O)Nc1cc([N+](=O)[O-])ccc1F,3%,0,15%,27%,-9%,13%,-1%,16%,-10%
CCn1cc(C2N3CC4(CC)CN2CC(CC)(C3)C4=O)c2ccccc21 (stereo unspecified),2%&3%,2,-46%[59 µM],9%,?,11%,0%,13%,?
Cc1nc(N2CCN(C(=O)CCC(=O)O)CC2)c2c(C)c(C)sc2n1,6%,-3,-11%[12.7 µM],-3%,2%,46%[activator],.,-2%,-16%
O=C(NCc1ccccc1)c1ccc(NC(=O)C2CCC2)cc1,-6%,0,.,1%,.,17%,2%,13%,-14%
CC(Nc1nc(C(F)(F)F)nc2ccccc12)c1cccs1 (stereo unspecified),?,-1,95%[activator],-23%,24%,33%[activator],17%,-9%,16%
COC(=O)C1=C(C)N(c2cc(Cl)cc(Cl)c2)C(=O)C1,?,14,45µM*,6%,-4%,11%,-3%,8%,-20%

# High-throughput results (PubChem BioAssay)
